Bioassay records deposited in PubChem BioAssay by several laboratories.
sPLA2-III inh: Blocks human group III sPLA2 activity. Q9NZ20. QFRET BODIPY PC-A2 liposome hydrolysis, fluorescence. inhibition, % at 12.2 µM. hit rate 0.56% among 370,000. AID 743126;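 active means inhibition above mean plus 3 SD of compounds lying within the high and low control bounds, cut at about 19% in these data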;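 further: 0% = median of test compound wells and 100% = no enzyme DMSO wells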
hcDAF-12 act: activates DAF-12 receptor from parasite H. contortus. AID 652067. activation, % at 6.8 µM. hit rate 1.4% among 370,000. HEK293 hcDAF-12 lit1-tk-luc reporter, luminescence; 0% DMSO, 100% Δ7-dafachronic acid;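 active means activation above the mean of all tested compounds plus 3 SD, cut at about 5.5% in these data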;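 further: 100% = response to 3 µM Δ7-dafachronic acid high control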
ssDAF-12 act: S. stercoralis DAF-12 activation, primary screen; HEK293 ssDAF-12/GRIP1 lit1-tk-luc reporter, luminescence; % of 3 µM dafachronic acid response; activation, % at 6.8 µM; hit rate 1% among 370,000; AID 652126;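 active means activation above the mean over all tested compounds plus 3 SD, cut at about 0.9% in these data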;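 further: 0% = DMSO-only wells and 100% = 3 µM delta7-dafachronic acid wells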
KLK7 zymogen act: activates the human kallikrein-7 zymogen | P49862 | purified proKLK7, EDANS-DABCYL substrate fluorescence; 100% is mature enzyme control, 0% vehicle | activation, % at 7 µM | hit rate 0.9% among 370,000 | AID 652039;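 active means activation above the mean of all tested compounds plus 3 SD, computed per campaign excluding outliers beyond control limits, cut at about 13% in these data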
Target sequence (P49862 whole entry, looked up): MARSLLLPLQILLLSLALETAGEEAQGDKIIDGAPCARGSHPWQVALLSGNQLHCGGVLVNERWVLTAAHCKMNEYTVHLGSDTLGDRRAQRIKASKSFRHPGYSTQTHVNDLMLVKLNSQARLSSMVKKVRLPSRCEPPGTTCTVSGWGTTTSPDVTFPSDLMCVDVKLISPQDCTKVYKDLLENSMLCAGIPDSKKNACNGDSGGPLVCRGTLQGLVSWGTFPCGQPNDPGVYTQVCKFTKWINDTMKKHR
FXN GAA850 act: increases GAA850 frataxin promoter reporter activity. HEK293 lucGAA850 FXN promoter luciferase reporter, 24 h; percent of 10 µM SAHA response. activation, % at 6 µM. hit rate 0.56% among 360,000;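 active means activation above the average of all compounds screened plus 3 SD, cutoff fixed separately per campaign, cut at about 7.5% in these data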;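 further: 0% = DMSO wells and 100% = 10 µM SAHA wells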
DAX1 inh-1: inhibitors of DAX1 repression of SF-1 activated StAR promoter. HEK293T StAR-luciferase reporter, SF-1/DAX-1 repression relief. inhibition, % at 6.8 µM. hit rate 1.1% among 370,000. AID 652010;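 active means inhibition above the mean over all tested compounds plus 3 SD, cut at about 3.6% in these data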;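 further: 0% = DAX-1 cells with DMSO and 100% = cells lacking DAX-1 with DMSO; higher inhibition means more luminescence from relief of DAX-1 repression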
DAX1 inh-2: inhibits human nuclear receptor DAX1; P51843; HEK293 Gal4-DAX1 luciferase reporter, luminescence; inhibition, % at 6.75 µM; hit rate 0.99% among 340,000; AID 504766;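 active means inhibition above the mean over all tested compounds plus 3 SD, cut at about 4.2% in these data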;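 further: 0% = DAX1-transfected cells with DMSO and 100% = empty-vector control cells with DMSO; inhibition shows as a rise in luminescence from relieved DAX1 repression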
Target sequence (P51843 207-470 limits assumed): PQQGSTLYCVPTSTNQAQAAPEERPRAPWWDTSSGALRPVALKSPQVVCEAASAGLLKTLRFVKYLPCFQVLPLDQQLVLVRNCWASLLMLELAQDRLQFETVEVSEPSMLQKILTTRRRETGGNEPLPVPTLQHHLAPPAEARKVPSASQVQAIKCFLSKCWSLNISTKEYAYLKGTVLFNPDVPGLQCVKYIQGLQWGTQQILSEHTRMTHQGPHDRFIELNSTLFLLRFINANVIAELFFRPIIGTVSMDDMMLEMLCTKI
SMARCA2 act: increases SMARCA2 function in MMTV reporter cells | MG213 cells, MMTV-luciferase reporter, dexamethasone, overnight | activation, % at 9.1 µM | hit rate 1% among 370,000 | AID 652017; in the data active means activation above about 7.8%;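 further: 0% = vehicle wells and 100% = reference activator wells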
NPR1 activator: GC-A (human) enzyme activation; HEK293 GC-A cells, cGMP TR-FRET, EC30 ANP; 0% at EC30 ANP, 100% saturating ANP; activation, % at 10 µM; hit rate 0.14% among 370,000; AID 1671463; in the data active means activation above about 40%
NPR2 activator: GC-B (human) receptor activation; P20594; HEK293-GC-B cells, CNP EC30, cGMP TR-FRET; 0% at EC30 CNP, 100% saturating CNP; activation, % at 10 µM; hit rate 0.11% among 370,000; AID 1920062;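 active means activation at 10 µM reaching about 35% in either raw or pattern-adjusted values, limit read from the data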
hgDAF12 agonist: agonists of H. glycines DAF-12 nuclear receptor; HEK293 GAL4-hgDAF12 UAS-luciferase reporter, agonist luminescence; normalized to butyrate control; activation, % at 6.8 µM; hit rate 1.8% among 370,000; AID 687014;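 active means activation above a cutoff set at the mean of all screened compounds plus 3 SD, cut at about 10% in these data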;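 further: 0% = DMSO wells and 100% = sodium butyrate wells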
An asterisk follows results filed as active; nt = not tested or not shown.

SMILES	sPLA2-III inh	hcDAF-12 act	ssDAF-12 act	KLK7 zymogen act	FXN GAA850 act	DAX1 inh-1	DAX1 inh-2	SMARCA2 act	NPR1 activator	NPR2 activator	hgDAF12 agonist
Cc1ccc(NC(=O)C(Cc2ccccc2)n2cccc2)cc1 (configuration not stated)	-77.8	-0.4	-1.5	0.5	1.0	-0.1	-0.2	-1.5	4.4	-3.2	-2.9
CCC(=O)c1ccc(OCC(=O)N2CCN(c3ccccn3)CC2)cc1	-1.4	-2.1	-0.7	0.3	1.1	-0.8	0.6	-1.9	-0.5	-1.6	-0.5
Cc1ccccc1-n1c(SCc2c(C)noc2C)nnc1-c1ccncc1	-4.2	0.7	-1.8	0.9	2.7	0.3	-1.1	0.9	-7.7	1.7	-6.8
O=c1[nH]c2ccc(Cl)cc2c(O)c1-c1ccccc1	-4.6	1.6	-1.1	0.1	0.8	0.0	-1.1	1.1	-8.2	-17.3	-0.7
CCCCCCNC(=O)c1c(O)c2ccccc2[nH]c1=O	3.5	-1.2	-0.8	-0.5	-1.7	-0.4	0.6	-1.2	-0.2	2.1	0.1
Cn1c(=S)[nH]c2cccnc21	12.8	-1.3	-1.3	0.1	2.5	-0.7	-0.6	-3.1	1.7	-1.8	0.9
CCCCCC(=O)Nc1ccc(S(=O)(=O)Nc2cc(OC)nc(OC)n2)cc1	-0.8	-0.8	-1.2	0.0	-1.6	0.2	-0.6	-2.8	-1.3	5.9	-0.4
COc1ccc(/C=C2\SC(=O)N(CCCC(=O)Nc3cc(Cl)ccc3C(=O)O)C2=O)cc1	-9.3	-8.1	-3.6	-0.2	-15.5	-8.6	-6.1	-10.8	-1.6	-5.2	-19.4
Cc1cc(C)n(C(=O)CN2C(=O)c3ccccc3C2=O)n1	2.7	-1.8	-0.9	0.1	0.2	0.5	-0.3	-1.6	0.6	-0.5	4.8
O=C(Nc1ccc(F)c(Cl)c1)c1cc(C2CCCN(C(=O)C3CC3)C2)on1 (configuration not stated)	-3.9	1.1	-0.1	-0.5	2.1	4.4*	nt	0.4	3.4	3.2	14.7*
Cc1ccccc1S(=O)(=O)Cc1ccc(C(=O)NC(C)c2ccc3c(c2)OCCO3)o1 (configuration not stated)	-4.7	-0.1	-1.5	0.1	-0.4	-0.6	-2.2	1.8	-0.3	4.3	-1.7
O=C(NN1CCOCC1)c1ccco1	14.3	-1.6	-0.9	0.0	1.9	-0.1	-0.2	-4.5	3.4	2.1	0.8
COc1ccc(N)cc1-n1cnnn1	5.9	0.6	-1.4	-0.8	0.7	-1.1	1.7	-1.1	8.3	1.7	0.7
COC(=O)C1(C)NC(c2ccc(Cl)cc2)C2C(=O)N(c3ccccc3)C(=O)C21 (configuration not stated)	-5.0	-0.1	-0.7	-0.9	2.9	0.2	0.4	-2.5	-2.6	0.0	0.2
CCOC(=O)Cc1csc(NC(=S)NC(=O)c2ccccc2C)n1	6.9	-1.0	-1.4	0.0	2.0	-0.9	-0.1	-2.1	1.4	-0.4	1.8
O=c1cc(CSc2nc3cc(Cl)ccc3o2)nc2sccn12	1.0	-0.9	-1.0	-0.1	-2.3	-0.6	0.8	0.5	4.6	-1.6	-0.3
CC(C)S(=O)(=O)c1csc(NC(=O)Nc2ccc(Cl)cc2)c1	-0.1	0.5	-0.7	0.5	0.0	-0.6	-0.7	2.8	-3.2	1.0	-0.9
CCOC(=O)c1sc(C)c(C(=O)NC2CCCCC2)c1N	-0.8	0.4	-1.1	0.2	4.0	0.2	0.3	3.4	-0.4	6.7	1.5
O=C(NCCn1ccc2ccccc21)C1CCCCC1	-14.5	-1.1	-0.7	0.3	-1.5	-0.9	-0.3	4.7	-1.2	3.9	3.8
CNC(=O)CSc1nnc(-c2cccnc2)n1-c1ccc(C)cc1	-0.5	-1.6	-0.2	0.6	0.8	-0.8	4.4*	-1.3	-2.5	0.0	0.5
Cc1cc(NC(=O)C(C)Sc2nc(-c3ccccc3)cc(=O)[nH]2)no1 (configuration not stated)	-5.9	-2.1	-1.0	-0.1	-0.1	0.1	0.3	-2.5	0.9	-5.2	-0.7
CSc1cccc(CN2CCC(CCC(=O)NC3CC3)CC2)c1	1.5	-1.6	-0.3	-0.2	0.5	-0.1	-1.1	-1.0	-1.1	-0.2	0.2
CCOC(=O)C1CCN(c2nc(-c3ccc(C)cc3)nc3ccccc23)CC1	5.2	5.4	0.9	-0.3	0.6	2.2	-0.4	-2.5	-2.8	-5.4	2.4
CCc1ccccc1OCCCN1CCCC1	1.1	-2.0	-0.2	0.5	2.3	-0.2	-0.4	-1.8	2.0	6.9	-2.2
Cc1onc(-c2ccccc2)c1C(=O)NC(=S)NNC(=O)c1ccco1	12.7	1.4	-0.8	0.0	-0.1	-0.1	nt	-1.9	-0.8	-0.4	2.0
CC(Sc1nnc(NC(=O)c2cc3ccccc3oc2=O)s1)c1ccccc1 (configuration not stated)	0.7	0.7	-0.8	0.8	0.4	-0.5	0.2	-0.9	4.5	-10.0	3.1
CCOC(=O)Cc1csc(/N=C/c2c(O)n(-c3ccc(C)cc3C)c(=O)c3ccccc23)n1	10.0	-1.6	-1.2	6.8	-3.0	0.2	0.8	-2.1	5.9	14.9	-0.8
NC(=O)Cc1ccc(C(=O)c2ccc(Cl)cc2)s1	-4.0	0.2	0.3	-0.5	3.4	0.5	0.6	2.4	6.6	-1.6	3.5
CCCCN(C)CCCNC(=O)c1cn(CC)c2ccc(S(=O)(=O)N3CCOCC3)cc2c1=O	8.7	0.6	-0.8	-0.6	2.4	1.0	0.3	-2.2	4.8	9.4	1.9
Cc1ccc(NC(=O)CN(C)Cc2nc3ccccc3c(=O)[nH]2)c(Br)c1	1.3	0.8	-0.5	0.3	0.5	-0.1	-0.5	-1.4	-2.8	0.1	-3.2
CNc1nc2[nH]c(=O)c3c(c2s1)OC(N)=C(C#N)C3c1cccc(F)c1 (configuration not stated)	6.1	-1.1	-1.0	-0.4	0.2	-0.7	1.7	2.8	0.6	-6.3	-1.0
O=C(NCCCN1CCCC1=O)c1cccc(S(=O)(=O)Nc2ccccc2Cl)c1	-4.9	-0.2	-1.2	-0.2	-1.5	-1.6	-1.2	-1.2	-0.3	7.4	-0.8
CCOc1cc(C(=O)Nc2ccc3c4c(cccc24)C(=O)N3CC)cc(OCC)c1OCC	-3.1	-3.5	-1.9	-2.4	1.6	-0.3	0.9	-2.4	10.2	12.1	-1.6
O=C(COC(=O)c1cncc(Br)c1)NCC12CC3CC(CC(C3)C1)C2	-0.8	-0.7	-0.2	-0.6	0.2	-0.2	-1.2	-0.6	-0.7	-2.0	-0.5
COc1cccc(-c2c(NC(=O)c3ccco3)n(-c3ccc(C)cc3)nc(C)c2=O)c1	-1.4	-1.9	-1.4	0.2	4.1	0.0	0.3	-0.2	2.1	4.2	-0.6
Nn1c(SCc2cc([N+](=O)[O-])cc3c2OCOC3)nnc1-c1ccccn1	11.1	-0.7	-0.3	-0.1	1.2	-0.2	-0.4	-1.9	0.5	-4.0	-3.6
O=C(NNS(=O)(=O)c1ccccc1)c1ccncc1	-2.5	0.4	-1.2	0.8	-0.4	0.3	0.1	2.0	0.8	4.2	0.2
CCOC(=O)C(NC(=O)CC)(Nc1ccc(S(=O)(=O)Nc2onc(C)c2C)cc1)C(F)(F)F (configuration not stated)	2.5	0.5	-0.3	0.5	-0.1	-0.2	1.0	-3.5	5.2	1.6	6.0
CCN(Cc1ccccc1)S(=O)(=O)c1ccc(C(=O)Nc2nnc(C)o2)cc1	-5.8	1.0	-0.3	-0.3	-0.6	-1.8	1.4	-1.3	-5.0	-0.8	-1.1
CCCCCCCCN1C(=O)[C@@H](CC(=O)N2CCCC2)C[C@@]2(C(=O)OC)C1=C[C@H](C(C)(C)C)O[C@@H]2C	4.8	1.5	-1.1	0.3	nt	-1.1	nt	-4.9	-2.7	2.3	-0.6
CN1CCc2c(sc3c2C(=O)NC(c2ccc4c(c2)OCO4)N3)C1 (configuration not stated)	2.8	0.0	0.1	0.0	2.0	0.2	1.5	-0.8	-1.9	-6.0	0.8
COC1=CC(=O)OC(c2cccc([N+](=O)[O-])c2)C1 (configuration not stated)	1.9	-1.9	-1.1	0.7	nt	-0.2	nt	-3.4	0.9	-0.8	2.2
O=C(Nc1ccc(S(=O)(=O)Nc2ccccc2)cc1)C1CC1	-6.6	-1.5	-1.2	-0.4	-1.3	-2.3	0.4	0.3	-0.8	1.0	-1.2
N=C1C(=O)OCC1c1ccccc1NC(=O)Nc1ccccc1 (configuration not stated)	-7.2	4.4	0.1	-0.2	2.1	0.6	7.1*	-2.2	-2.8	5.3	-1.0
CNC(=O)c1ncoc1-c1ccc(Cl)cc1	0.3	4.2	-0.1	0.2	1.5	1.0	-1.4	8.1*	4.1	3.8	7.4
C[C@@H]1CN([C@@H](C)CO)C(=O)CCCn2cc(nn2)CO[C@H]1CN(C)C(=O)Nc1cccc(C(F)(F)F)c1	4.6	-1.3	-0.3	1.0	nt	-0.8	nt	0.2	0.9	2.1	-2.8
